# Assay outcomes as filed in PubChem.
# SKKanGAS inh = SKKanGAS growth inhibition; 1.3% of 300,000 active; S. pyogenes SKKanGAS, kanamycin growth, BacTiter-Glo, 6 h; inhibition, % at 7.5 µM; AID 1662;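 active = mean replicate score, as percent of positive control median, at least 50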;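 note: strain carries kanamycin resistance gene driven by streptokinase promoter and grows in 40 µg/ml kanamycin; loss of luminescence reflects streptokinase promoter inhibition or plain growth inhibition; 0% = median of DMSO wells and 100% = positive control at its reference dose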
# TRPC4 potent = allosterically enhances the mouse TRPC4 cation channel; Q9QUQ5; HEK293 TRPC4beta/mu-opioid, DAMGO EC20, Fluo-4 Ca2+ flux; active compounds read high; B-score at 10 µM; 0.42% of 310,000 active; AID 2227;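 active = B-score of calcium response area above 5 SD of library B-scores, with initial fluorescence ratio within 5 SD of library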;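 note: B-score of integrated fluorescence ratio over time as area under calcium response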
# MrgX1 agonist = agonists of human MrgX1 receptor | Q96LB2 | MrgX1-HEK293 cells, Fluo-4 calcium fluorescence, agonist mode; active compounds read high | B-score at 10 µM | 0.44% of 310,000 active | AID 588627;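 active = calcium response B-score plate-corrected fluorescence ratio at least 3 library SD, with starting fluorescence B-score inside 5 SD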
#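 Material: MrgX1-expressing HEK293 cells; input: 15,000 cells per well; doses: test compound given as first of three sequential additions; schedule: overnight plating before 1 h dye loading; technique: Fluo-4 NW calcium-flux fluorescence, kinetic read; evaluation: baseline-normalised fluorescence change ratio, B-scored; control set: plate-wise positive and negative controls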
# TRPC4 act = activators of mouse TRPC4 channel; B-score at 10 µM; Q9QUQ5; HEK293 TRPC4beta/mu-opioid, Fluo4 calcium fluorescence; active compounds read high; 0.49% of 310,000 active;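 active = B-score above 5 SD of library B-scores, and initial fluorescence ratio not above library mean plus 5 SD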;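 note: positive B-score marks a calcium rise read as TRPC4 activation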
#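 Assay system: HEK293 cells stably co-expressing mouse TRPC4beta and mu-opioid receptor / Timing: Fluo4 dye loading 45 min at room temperature, 110 s recording / Signal: Fluo4 calcium-sensitive dye fluorescence, kinetic, 1 Hz baseline / Read-out: integrated baseline-normalised fluorescence ratio, converted to per-well B score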
# TRPC4 inh = blocks the mouse TRPC4 cation channel; Q9QUQ5; 0.39% of 300,000 active; HEK293 TRPC4beta/mu-opioid, DAMGO-evoked Fluo4 calcium flux; active compounds read low; B-score at 10 µM;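 active = B-score over 3 SD under the library average, no early fluorescence shift, positive overall ratio signal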
#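 Signal: kinetic Fluo4 fluorescence imaging of calcium influx. Material: stable TRPC4beta/mu-opioid receptor HEK293 cells. Probe or stimulus: DAMGO in two steps, submaximal then maximal.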
# TMEM16A act = activates or potentiates the mouse TMEM16A chloride channel | Q8BHY3 | HEK293 TMEM16A/YFP-H148Q/I152L, iodide quench fluorescence; active compounds read low | 0.3% of 340,000 active | B-score at 10 µM;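 active = fluorescence-ratio B-score plate-corrected deviation score at least 3 library SD below zero, with starting fluorescence score within 5 deviations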;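 note: channel opened by trigger with iodide after compound preincubation; score built on the fluorescence ratio of max minus min over baseline; more negative score means more quench and so TMEM16A activation or potentiation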
# Target sequence (Q8BHY3 whole entry, looked up): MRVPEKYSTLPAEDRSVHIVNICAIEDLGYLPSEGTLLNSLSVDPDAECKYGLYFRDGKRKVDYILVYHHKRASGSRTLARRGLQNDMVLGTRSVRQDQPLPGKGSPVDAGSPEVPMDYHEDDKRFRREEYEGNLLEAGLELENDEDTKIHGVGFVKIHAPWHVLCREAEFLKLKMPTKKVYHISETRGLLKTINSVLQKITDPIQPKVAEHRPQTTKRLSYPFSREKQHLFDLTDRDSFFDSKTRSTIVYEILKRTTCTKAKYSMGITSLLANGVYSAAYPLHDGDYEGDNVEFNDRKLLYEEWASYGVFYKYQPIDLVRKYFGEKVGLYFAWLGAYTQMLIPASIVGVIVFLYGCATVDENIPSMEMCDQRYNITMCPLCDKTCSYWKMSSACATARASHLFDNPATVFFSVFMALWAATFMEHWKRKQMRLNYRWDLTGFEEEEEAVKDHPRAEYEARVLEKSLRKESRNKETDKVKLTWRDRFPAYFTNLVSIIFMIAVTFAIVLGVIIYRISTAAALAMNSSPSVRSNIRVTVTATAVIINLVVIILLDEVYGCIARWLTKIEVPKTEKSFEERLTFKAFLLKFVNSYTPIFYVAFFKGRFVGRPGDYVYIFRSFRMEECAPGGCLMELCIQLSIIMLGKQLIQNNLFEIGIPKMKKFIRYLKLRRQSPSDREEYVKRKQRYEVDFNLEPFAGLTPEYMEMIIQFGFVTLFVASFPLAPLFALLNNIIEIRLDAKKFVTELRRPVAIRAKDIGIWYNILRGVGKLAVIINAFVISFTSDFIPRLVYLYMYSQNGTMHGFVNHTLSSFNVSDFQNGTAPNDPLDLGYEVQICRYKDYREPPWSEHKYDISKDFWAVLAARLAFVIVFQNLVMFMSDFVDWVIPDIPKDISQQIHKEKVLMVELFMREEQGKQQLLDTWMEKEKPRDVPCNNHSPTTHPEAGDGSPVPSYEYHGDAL
# ANO1 block = inhibitors of mouse TMEM16A calcium-activated chloride channel; Q8BHY3; HEK293 TMEM16A/YFP iodide influx fluorescence, ionomycin; normalized B-score (activity score, 25-100; higher = stronger inhibition) at 10 µM; 1.2% of 310,000 active;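 active = ratio plate-corrected score three or more library SD toward inhibition, starting fluorescence score within five deviations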;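 note: score derived from kinetic fluorescence span divided by baseline fluorescence per well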
# MrgX1 PAM = allosterically activates human MrgX1 receptor signaling | Q96LB2 | MrgX1-HEK293, Fluo-4 calcium flux, FDSS; active compounds read high | B-score at 10 µM | 0.63% of 310,000 active | AID 588675;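 active = plate-corrected calcium response at least 3 library SD above typical, normal starting fluorescence, not activating the receptor alone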;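 note: compound read alongside a low EC10 to EC30 dose of BAM8-22 agonist; peak minus trough fluorescence over baseline measured at the second addition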
# TRPC6 activator = mouse TRPC6 channel activation. 0.13% of 310,000 active. B-score at 10 µM. HEK293-TRPC6 membrane potential dye fluorescence; active compounds read high;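 active = B-score of the integrated fluorescence ratio above library mean plus 3 SD, and starting fluorescence ratio within library mean plus 5 SD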;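 note: higher score means more depolarization so channel activation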
# MrgX1 antag = antagonists of human MrgX1 receptor; MRGX1-HEK293 calcium flux, Fluo-4, BAM8-22 antagonism; active compounds read low; B-score at 10 µM; Q96LB2; AID 588676; 1.3% of 310,000 active;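 active = calcium-response B-score plate-corrected more than 3 library SD below zero, starting fluorescence within 5 deviations, no agonist response on first addition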;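 note: peak minus trough fluorescence over baseline after final BAM8-22 challenge near maximal dose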
# TRPC6 inh = inhibitors of mouse TRPC6 channel; AID 2553; Q61143; 1.1% of 310,000 active; B-score at 10 µM; HEK293-TRPC6, membrane potential dye, ACh-evoked depolarization; active compounds read low;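 active = B-score under library mean minus 3 SD, initial fluorescence not abnormally high, positive integrated signal ratio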;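 note: B-score derived from integrated fluorescence ratio over the kinetic read; more negative B-score means stronger inhibition of depolarization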
# * = called active by the depositor; i = inactive; nt = not tested or not shown.
SMILES,SKKanGAS inh,TRPC4 potent,MrgX1 agonist,TRPC4 act,TRPC4 inh,TMEM16A act,ANO1 block,MrgX1 PAM,TRPC6 activator,MrgX1 antag,TRPC6 inh
Oc1ccc(C2C(c3ccccc3)=NN=C(c3ccccc3F)N2O)c(O)c1 (stereo not given),2.4,i,i,i,i,i,i,i,i,i,i
COc1ccc(C(=O)OCC(=O)NCCN2C(=O)CSC2=O)cc1,-0.8,i,i,i,i,i,i,i,i,i,i
Cc1cc(S(=O)(=O)N(Cc2ccccc2)Cc2ccc(N(C)C)cc2)ccc1-n1cnnn1,-3.0,i,i,i,i,i,i,i,i,i,i
O=C(/C=C/c1ccccc1)c1ccccc1,4.4,i,i,i,i,i,i,i,i,i,i
COc1ccc(NS(=O)(=O)c2cc(NC(=O)C3CCCO3)ccc2N2CCCCC2)cc1 (stereo not given),0.2,i,i,i,i,i,i,i,i,i,i
CCN(CC)S(=O)(=O)c1ccc(N2CCCC2)c(NC(=O)C2=COCCO2)c1,-21.0,i,i,i,i,i,i,i,i,i,i
O=[N+]([O-])c1cccc(-c2csc(N/N=C/c3cccc(O)c3)n2)c1,19.8,i,i,i,i,i,i,i,i,i,i
C/C(=C/C(=O)NCc1ccccc1)C(=O)O,-5.1,i,i,i,i,i,i,i,i,i,i
Cc1ccc(C)c(C(=O)COC(=O)CCN2C(=O)C3C4CCC(C4)C3C2=O)c1 (stereo not given),0.5,i,nt,i,i,i,nt,nt,i,nt,i
Cc1ccccc1S(=O)(=O)Cc1ccc(C(=O)NCCN(CC(C)C)CC(C)C)o1,-3.3,i,i,i,i,nt,i,i,i,i,i
CC1CCN(C(=O)C2CCN(S(=O)(=O)c3cccs3)CC2)CC1,2.7,i,i,i,i,i,i,i,i,i,i
CCN(C(=O)c1cnc2scc(C)n2c1=O)c1ccccc1C,-2.1,i,i,i,i,i,i,i,i,i,i
Cc1cccc(C#N)c1NC1=CC(=O)CC(C)(C)C1,14.4,i,i,i,i,i,i,i,i,i,i
COc1ccc(CN(C)S(=O)(=O)c2nnc(NC(=O)c3ccccc3Br)s2)cc1,59.0*,i,i,i,i,i,i,i,i,i,i
N=C(N)c1ccc(Cl)cc1,3.5,i,i,i,i,i,i,i,i,i,i
CCN(CC)S(=O)(=O)c1ccc2c(c1)C(=NO)c1cc(S(=O)(=O)N(CC)CC)ccc1-2,5.0,i,i,i,i,i,i,i,i,i,i
O=C(Nc1ccc(N2CCN(C(=O)c3cccs3)CC2)c(Cl)c1)c1ccco1,4.0,i,i,i,i,i,i,i,i,i,i
COc1ccc2nc(C)c3cc(C)oc3c2c1,nt,nt,i,nt,nt,i,i,i,nt,i,nt
COCCOn1c(SCCOC)nc2ccccc2c1=O,-4.0,i,i,i,i,i,i,i,i,i,i
Cc1ccc2nc(N(CCCN(C)C)C(=O)c3ccc(S(=O)(=O)N4CCc5ccccc5C4)cc3)sc2c1,14.0,i,i,129*,i,-5.3*,i,i,i,i,i
O=C(N/N=C/c1ccc2c(c1)OCO2)C(=O)N1CCCC1,2.3,i,i,i,i,i,i,i,i,i,i
CCn1c(O)c(N=NC(=S)NCC2CCCO2)c2ccccc21 (stereo not given),14.1,i,i,i,nt,i,i,i,i,i,i
O=C1c2cccnc2C(=O)N1c1cccc([N+](=O)[O-])c1,-3.2,i,i,i,i,i,i,i,i,i,i
CCC(C#CCN1CCOCC1)(CC)OCCC#N,0.5,i,i,i,i,i,i,i,i,i,i
CNC(=O)c1c(NC(=O)c2ccco2)sc(C)c1C,10.5,i,i,i,i,i,i,i,i,i,i
O=C(c1ccncc1)N(Cc1cc2ccccc2[nH]c1=O)C1CCCCC1,-3.1,i,i,i,i,i,i,i,i,i,i
O=C(O)c1cccnc1Sc1ccc(Br)cc1,-4.7,i,i,i,i,i,i,i,i,i,i
N#CC1C=Cc2ccccc2N1C(=O)c1ccccc1 (stereo not given),7.6,i,i,i,i,i,i,i,i,i,i
Cc1ccc(C(=O)NCC(=O)OCc2csc(-c3ccccc3)n2)cc1,-9.2,i,i,i,i,i,i,i,i,i,i
Cc1cccc(NC(=O)c2ccc(S(=O)(=O)N(C)C)cc2)n1,-2.6,i,i,i,i,i,i,i,i,i,i
O=C(O)c1cnn2c(C(F)(F)F)cc(-c3ccco3)nc12,7.7,i,i,i,i,i,i,i,i,i,i
CCOC(=O)Cn1nc(Cc2ccccc2)c2ccccc2c1=O,14.5,i,i,i,i,i,i,i,i,i,i
N=c1c2ccccc2nc2n1CCCCCCCCCCC2,-1.3,i,i,i,i,i,i,i,i,i,-7.61*
CCn1c(SCC(=O)Nc2ccc3c(c2)c2ccccc2n3CC)nnc1-c1cnccn1,7.7,i,i,i,i,i,i,i,i,i,i
O=C(Nc1ccc(Cl)cc1)c1ccsn1,-1.1,i,i,i,i,i,i,i,i,i,i
Cc1c(CC(=O)NCC(=O)O)c(=O)oc2cc3occ(-c4ccccc4)c3cc12,4.5,i,i,i,i,i,i,i,i,i,i
CCn1ccnc1CN(C)C(=O)c1cc(COc2ccc(Cl)cc2OC)on1,-3.3,i,i,i,i,i,i,i,i,i,i
COc1ccccc1NC(=S)N1CC(C)(C)C1=O,-13.9,i,i,i,i,i,i,i,i,i,i
CCc1ccc(CN(C)C(=O)c2cc(COc3c(F)cccc3F)on2)cc1,8.9,i,i,i,i,-26.5*,i,i,i,i,i
COc1ccc(CNC(=O)CN2C(=O)COc3ccc(S(=O)(=O)N4CCOCC4)cc32)cc1,-0.8,i,i,i,i,i,i,i,i,i,i
Nc1c(C(=O)N/N=C/c2ccc(F)cc2)oc2nc(-c3ccccc3)cc(-c3ccco3)c12,8.2,i,i,i,i,i,i,i,i,-5.42*,i
O=C1Nc2ccccc2N2CCCC12 (stereo not given),0.8,i,i,i,i,nt,i,i,i,i,i
COCCCNC(=S)NNC(=O)c1csc2ccccc12,-2.2,i,i,i,i,i,i,i,i,i,i
CCOC(=O)c1[nH]c2cc(OC)c(OC)cc2c1NC(=O)C(C)N1CCN(Cc2ccccc2)CC1 (stereo not given),4.0,i,i,i,i,i,i,i,i,i,i
Cc1nn(-c2ccccc2)c(N)c1N=Nc1cccnc1,-10.4,i,i,i,i,i,i,i,i,i,i
Cn1c(C(=O)N2CCN(c3ccc([N+](=O)[O-])cc3)CC2)cc2c(=O)[nH]c3ccccc3c21,74.9*,i,nt,i,i,i,nt,nt,i,nt,i
CCOCCCNC(=O)C1CCN(Cc2cccc(OCc3ccccc3)c2)CC1,1.2,i,i,i,i,i,i,i,i,i,i
COc1ccc(CNC(=O)C(=O)NCC2OCCN2S(=O)(=O)c2ccccc2)cc1 (stereo not given),-1.0,i,i,i,i,i,i,i,i,i,i

# With a hit mark in TMEM16A act (from the list above):
smiles	TRPC4 potent	TRPC4 inh	TMEM16A act	TRPC6 activator	MrgX1 antag
Cc1ccc2nc(N(CCCN(C)C)C(=O)c3ccc(S(=O)(=O)N4CCc5ccccc5C4)cc3)sc2c1	i	i	-5.3*	i	i
CCc1ccc(CN(C)C(=O)c2cc(COc3c(F)cccc3F)on2)cc1	i	i	-26.5*	i	i

# Later entries:
SMILES,SKKanGAS inh,TRPC4 potent,MrgX1 agonist,TRPC4 act,TRPC4 inh,TMEM16A act,ANO1 block,MrgX1 PAM,TRPC6 activator,MrgX1 antag,TRPC6 inh
CCC(Cc1ccccc1)NC(=O)CCn1cccc1 (stereo not given),-14.2,i,i,i,i,i,i,i,i,i,i
CCOc1ccccc1NC(=O)N1CCC(c2nc3ccc(C)cc3[nH]2)CC1,-4.0,i,i,i,i,i,i,i,i,i,i
CCOC(=O)c1cc(OCC(=O)NC(C)C(C)C)cc(C(=O)OCC)c1 (stereo not given),-2.6,i,i,i,i,i,i,i,i,i,i
COc1cccc(CNC(=O)CCN2C(=S)NC(C)(C)CC2C)c1 (stereo not given),2.4,i,i,i,i,i,i,i,i,i,i
COc1cccc2c1OC1(C)CC2N(C(=O)c2ccco2)C(=S)N1c1ccc(F)cc1 (stereo not given),-1.7,i,i,i,i,i,i,i,i,i,i
O=C(COc1ccc([N+](=O)[O-])cc1)Nc1cccc2nsnc12,-13.7,i,i,i,i,i,i,i,i,i,i
COc1ccccc1C(=O)NC(=O)COC(=O)c1cc[n+]([O-])cc1,-0.5,i,i,i,i,i,i,i,i,i,i
CN(C)CC#CCOC(c1ccccc1)c1ccccc1,2.7,i,i,i,i,i,i,i,i,i,i
CCC(C)Sc1nnc(Cc2cc(=O)[nH]c(=O)[nH]2)n1-c1ccc(OC)cc1 (stereo not given),0.8,i,i,i,i,i,i,i,i,i,i
Cc1cc(NC(=O)CSc2nnc(COc3cccc(C)c3C)n2Cc2ccco2)no1,-1.1,i,i,i,i,i,i,i,i,i,i
CN(CCCC(=O)N1CCCC(C(N)=O)C1)S(=O)(=O)c1ccc(F)cc1 (stereo not given),-29.6,i,i,i,i,i,i,i,i,i,i
CCCC(=O)N(Cc1cc2ccccc2[nH]c1=O)c1ccccc1OC,1.0,i,i,i,i,i,i,i,i,i,i
CC(=O)N1c2ccccc2Sc2ccccc21,0.3,i,i,i,i,i,i,i,i,i,i
Cc1ccc(-c2nnc(NC(=O)c3ccc([N+](=O)[O-])o3)o2)c(C)c1,69.5*,i,i,i,i,i,i,i,i,i,i
CC(C)(C)c1ccc(/C=N/NC(=S)Nc2cccnc2)cc1,37.1,i,i,i,i,nt,i,i,i,i,i
CCO[C@H]1OC(C(=O)N2CCN(Cc3ccc4c(c3)OCO4)CC2)=C[C@@H](C2CC2)[C@@H]1CCCO,2.3,i,i,i,i,i,i,i,i,i,i
COCCN=c1scc(-c2cc(OC)ccc2OC)n1/N=C/c1c[nH]c2ccccc12,18.2,i,i,i,i,i,i,i,i,i,i
CN(c1ccccc1C(=O)Nc1cccc(Br)c1)S(=O)(=O)c1ccccc1,2.1,i,i,i,i,i,i,i,i,i,i
Cc1ccc(-c2c[n+](CC(=O)Nc3ccccc3)c3n2CCC3)cc1,2.6,i,i,i,i,i,i,i,i,i,i
O=C(Nc1cc(C(F)(F)F)ccc1N1CCOCC1)c1cccnc1Cl,0.4,i,i,i,i,i,i,i,i,i,i
